# KDM5B inh: inhibitors of human KDM5B histone demethylase | KDM5B demethylase, FDH-coupled NADH fluorescence (FDH is formaldehyde dehydrogenase) | Q9UGL1 | Potency, µM (series often up to 57.7 µM), without a hit: top-dose activity change, negative = inhibition, hits mostly inhibitors | 220,000 compounds, 2.6% hits; active means well fitted inhibition curve with a large enough effect; inconclusive means small, poorly fitted or top-dose-only effect; inactive means no such curve, though single readings can be large or run the other way; further: 0% is about no effect; nearly all actives have a fitted effect of over 70% in size
# Target sequence (Q9UGL1 whole entry, looked up): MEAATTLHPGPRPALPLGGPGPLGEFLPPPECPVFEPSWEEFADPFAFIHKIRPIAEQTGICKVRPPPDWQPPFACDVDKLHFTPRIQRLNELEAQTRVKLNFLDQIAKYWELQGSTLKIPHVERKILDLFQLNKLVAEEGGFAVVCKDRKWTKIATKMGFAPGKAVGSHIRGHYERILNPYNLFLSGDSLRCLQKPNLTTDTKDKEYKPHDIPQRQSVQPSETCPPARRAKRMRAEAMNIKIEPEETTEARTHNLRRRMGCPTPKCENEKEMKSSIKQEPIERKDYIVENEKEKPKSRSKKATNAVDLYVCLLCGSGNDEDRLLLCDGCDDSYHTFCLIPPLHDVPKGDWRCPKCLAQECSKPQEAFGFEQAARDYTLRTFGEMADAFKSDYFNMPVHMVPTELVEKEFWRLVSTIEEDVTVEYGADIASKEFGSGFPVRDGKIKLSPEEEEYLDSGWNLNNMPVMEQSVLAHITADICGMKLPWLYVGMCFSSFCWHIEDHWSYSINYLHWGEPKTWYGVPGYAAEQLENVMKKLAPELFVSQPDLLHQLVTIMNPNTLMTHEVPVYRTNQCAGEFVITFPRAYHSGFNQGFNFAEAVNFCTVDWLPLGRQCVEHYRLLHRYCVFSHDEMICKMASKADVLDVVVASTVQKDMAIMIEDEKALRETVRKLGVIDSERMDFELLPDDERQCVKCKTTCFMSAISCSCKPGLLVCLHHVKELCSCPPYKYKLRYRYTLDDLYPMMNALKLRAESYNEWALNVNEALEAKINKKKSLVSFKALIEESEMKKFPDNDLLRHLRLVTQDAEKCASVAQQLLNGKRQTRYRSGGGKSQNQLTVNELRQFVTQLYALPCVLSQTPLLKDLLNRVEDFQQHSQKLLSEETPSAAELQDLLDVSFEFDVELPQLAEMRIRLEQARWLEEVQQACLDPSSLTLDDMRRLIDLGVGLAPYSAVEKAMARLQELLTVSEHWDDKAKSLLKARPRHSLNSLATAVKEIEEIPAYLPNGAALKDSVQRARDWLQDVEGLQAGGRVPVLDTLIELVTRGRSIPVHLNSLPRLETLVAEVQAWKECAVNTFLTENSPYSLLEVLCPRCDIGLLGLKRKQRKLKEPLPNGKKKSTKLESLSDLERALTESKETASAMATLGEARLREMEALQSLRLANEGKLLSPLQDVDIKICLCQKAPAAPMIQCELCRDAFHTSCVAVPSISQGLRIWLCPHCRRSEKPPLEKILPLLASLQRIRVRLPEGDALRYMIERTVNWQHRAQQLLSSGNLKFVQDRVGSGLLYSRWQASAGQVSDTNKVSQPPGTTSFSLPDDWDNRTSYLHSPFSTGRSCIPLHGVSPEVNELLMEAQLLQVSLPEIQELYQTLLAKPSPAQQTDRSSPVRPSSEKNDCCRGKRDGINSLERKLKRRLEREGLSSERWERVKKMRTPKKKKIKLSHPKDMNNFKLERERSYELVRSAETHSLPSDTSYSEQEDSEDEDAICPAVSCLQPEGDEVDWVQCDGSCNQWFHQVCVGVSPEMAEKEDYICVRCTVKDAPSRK
#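 Coupled FDH/NAD⁺ fluorescence readout. KDM5BΔAP 200 nM final; compound titration, 10 min RT preincubation; substrate mix 12.5 µM H3K4me3, 25 µM 2-OG, 50 µM Fe(II), 100 µM ascorbate, 0.25 mM NAD⁺, 0.25 U/mL FDH; ΔRFU over 30 min.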
# An asterisk follows results filed as active; ? = inconclusive; [ ] = dose if it differs, or a comment. Potency means the concentration at half of the fitted maximal effect.
KDM5B inh | molecule
18% | CCC(Oc1ccccc1)C(=O)Nc1ccccc1C(=O)N1CCOCC1 (stereo unspecified)
-10% | CCN(/C=C1/CCCCC1=O)C1CC2CCC1C2 (stereo unspecified)
-2% | CCCC(C)NC(=O)c1cc(C)nc2ccccc12 (stereo unspecified)
? | COc1ccc(N(Cc2cccs2)C(=O)Nc2cccc(Cl)c2)cc1
9% | O=C(Nc1ccccc1)N1CCC(c2nn(-c3ccc(Cl)cc3)c(=O)[nH]2)CC1
? | CCOCCn1c(=O)[nH]c2cc(C(=O)NCCn3cnnc3)ccc21
? | c1ccc(-c2cnc(Nc3cccnc3)c3c2CCO3)cc1
6% | Cc1nc(-c2ccc(S(=O)(=O)NCc3ccc(OC(C)C)cc3)cc2)co1
? | CCOc1ccc(NC(=O)Cn2cnc3c(cnn3-c3cc(Cl)ccc3C)c2=O)cc1
-9% | COc1ccc(C2CC(=O)Nc3cc4c(cc32)OCO4)c(OC)c1 (stereo unspecified)
17% | COc1cc(NC(=O)Cn2nc3n(c2=O)CCCCC3)cc(OC)c1
-11%[86.2 µM] | COc1ccc(NC(=O)C2=NO[C@@H]3CN(Cc4ccc(F)cc4)C[C@H]23)cn1
-30% | CN1CCN(c2ccc(-c3cc4c(ccn4C)c(C(=O)NCCN4CCNC4=O)n3)cc2)CC1
35µM* | COc1ccccc1N1CCCc2ncc(C(=O)N(C)Cc3ccccc3)cc21
3% | CCOC(=O)C1(Cc2ccccc2C(F)(F)F)CCN(C(C)CSC)CC1 (stereo unspecified)
-18% | O=c1cc(CSc2nnnn2-c2ccccc2)[nH]n1-c1ccc(Cl)cc1
3% | CCN1CCC(NC(=O)CN(C)Cc2ccc(C(F)(F)F)cc2)CC1
1% | Cn1c(C(=O)NCc2ccc(F)cc2)cc2cc(S(=O)(=O)N3CCCCC3)ccc21
-10% | CC(=O)N1CCc2c(sc3c2c(=O)n(Cc2ccccc2)c(=O)n3CC(=O)Nc2ccc(C)c(F)c2)C1
6% | CN(Cc1ccco1)C(=O)c1ccc(S(C)(=O)=O)cc1
9% | CCn1ncc(Br)c1C(=O)Nn1c(C)nc2sc3c(c2c1=O)CCC(C)C3 (stereo unspecified)
11% | Cc1nc(C)n(CCCn2ccnc2-c2cc3n(n2)CCCNC3)n1
-32%[86.2 µM] | CC1=C[C@@H](CNC(=O)C(C)(C)C)[C@H](C(C)C)C[C@H]1CC(=O)N(C)Cc1cccnc1
11% | Cn1cnc2c1c(=O)n(CC(=O)N1CC(C(=O)N3CCOCC3)Oc3ccccc31)c(=O)n2C (stereo unspecified)
0% | Cc1nc(N2CCC(C(=O)NCCc3cccs3)CC2)cc(C(F)(F)F)n1
-8% | Cc1ccc2c(=O)cc(C(=O)N(Cc3ccc(Cl)cc3)C3CCS(=O)(=O)C3)oc2c1C (stereo unspecified)
11% | CCN1C(=O)CCN(C(=O)NCC(C)C)CC12CCOCC2
? | Cn1nccc1C(=O)N1CCCN(CCc2ccccc2)c2ccccc21
? | CCN1c2cc(C(=O)N3CCN(c4ccccc4F)CC3)ccc2C(=O)N2CCCCC21 (stereo unspecified)
2% | O=C(Nc1ccccc1-c1ccccc1)c1ccc(Cl)cc1
5% | Cc1cncc(C(=O)N[C@@H]2CN(S(C)(=O)=O)C[C@H]2CN(C)C)c1
-40% | Cc1c(N2C(=O)/C(=C\c3ccccc3O)SC2=S)c(=O)n(-c2ccccc2)n1C
9% | O=C(Cc1ccc(F)cc1)NCCc1c[nH]c2ccccc12
-16% | COC(=O)c1cn(CC(=O)NC2CCCC2)c2ccccc12
4%[86.2 µM] | O=C(NC[C@H]1Cn2c(-c3ccccc3)cnc2CO1)C1CCOCC1
35µM* | COCCNc1ncc(-c2cccc(N[S+](C)(=O)[O-])c2)c2c1OCC2
9% | COCCn1ncc(N2CCCC(CC(=O)NCc3ccc(C)o3)C2)cc1=O (stereo unspecified)
-20% | O=C(Cc1ccsc1)Nc1cnc(-c2ccccc2)nc1
-11% | COc1ccc(C(=O)N[C@@H]2CCC[C@@H]2C(=O)NCc2ccc(C(F)(F)F)cc2)cc1
17%[86.2 µM] | COCCn1c(C)nnc1-c1cc(-c2ccccc2Oc2ccccc2)ccn1
-37% | CN(C)Cc1ccccc1CNC(=O)c1nn(-c2ccccc2)c2c1CCC2
? | Cc1cc(C)c2cc(C(=O)O)[nH]c2c1
-42% | CCn1c(=O)c2cc(C(=O)N(C)c3cc(Cl)c(OC)cc3OC)sc2c2ccccc21
16% | CCC(C)NC(=S)Nc1ccc(C)cc1 (stereo unspecified)
23% | Cc1cccc(CN2CCOc3c(O)cc(-c4ccccc4C)cc3C2)n1
35% | COc1ccc(C(=O)N2C[C@@H]3C[C@H](C2)c2c(NS(=O)(=O)c4cccs4)ccc(=O)n2C3)cc1
-14% | CCOc1ccc(N2CC(c3nc4ccccc4n3CCCOc3ccc(OC)cc3)CC2=O)cc1 (stereo unspecified)
-10% | CCOCC(=O)N1Cc2ccccc2OC2(CCN(C(C)C)CC2)C1
15% | O=C(CCc1cccc(F)c1)NC1CC2CC1C1CCCC21 (stereo unspecified)
-19% | Cc1cc(F)ccc1OCC(=O)c1ccc2c(c1)N(C(C)C(=O)NCc1ccc(F)cc1)C(=O)CO2 (stereo unspecified)
22% | COc1ccc(OCCOC(=O)c2ccc3nccnc3c2)cc1
8% | O=S(=O)(c1ccc(Cl)nc1)N1CCc2ccccc21
21% | Cc1ccc(S(=O)(=O)N2CCCC(Cn3cnc4cccnc43)C2)c(C)c1 (stereo unspecified)
36%[activator] | COc1ccccc1[C@@H]1CN(C(=O)CN2CCOCC2)C[C@H]1C(=O)O
6% | Cc1nnc(NC(=O)CSCc2cc(=O)c3ccccc3[nH]2)s1
-6% | COc1ccc(S(=O)(=O)N2CCN(c3ccccc3)CC2)cc1-c1noc(C2CCCCC2)n1
? | COc1ccccc1-c1cc(C(F)(F)F)nc(S(=O)(=O)CCCC(=O)Nc2ccc(F)c(Cl)c2)n1
6% | COc1cc(NC(=O)CCc2c(C)nn(-c3ccc(N4CCOCC4)nn3)c2C)cc(OC)c1OC
32µM* | CN1C(=O)COc2ccc(C(=O)N3CC(C)(C)[C@@](C)(O)C3)cc21
5% | CC(=O)NCCc1ccc(C(=O)COc2c(Cl)cccc2Cl)s1

# Structures shown so far that contain an aryl methoxy group (14):
KDM5B inh | molecule
? | COc1ccc(N(Cc2cccs2)C(=O)Nc2cccc(Cl)c2)cc1
-9% | COc1ccc(C2CC(=O)Nc3cc4c(cc32)OCO4)c(OC)c1 (stereo unspecified)
17% | COc1cc(NC(=O)Cn2nc3n(c2=O)CCCCC3)cc(OC)c1
-11%[86.2 µM] | COc1ccc(NC(=O)C2=NO[C@@H]3CN(Cc4ccc(F)cc4)C[C@H]23)cn1
35µM* | COc1ccccc1N1CCCc2ncc(C(=O)N(C)Cc3ccccc3)cc21
-11% | COc1ccc(C(=O)N[C@@H]2CCC[C@@H]2C(=O)NCc2ccc(C(F)(F)F)cc2)cc1
-42% | CCn1c(=O)c2cc(C(=O)N(C)c3cc(Cl)c(OC)cc3OC)sc2c2ccccc21
35% | COc1ccc(C(=O)N2C[C@@H]3C[C@H](C2)c2c(NS(=O)(=O)c4cccs4)ccc(=O)n2C3)cc1
-14% | CCOc1ccc(N2CC(c3nc4ccccc4n3CCCOc3ccc(OC)cc3)CC2=O)cc1 (stereo unspecified)
22% | COc1ccc(OCCOC(=O)c2ccc3nccnc3c2)cc1
36%[activator] | COc1ccccc1[C@@H]1CN(C(=O)CN2CCOCC2)C[C@H]1C(=O)O
-6% | COc1ccc(S(=O)(=O)N2CCN(c3ccccc3)CC2)cc1-c1noc(C2CCCCC2)n1
? | COc1ccccc1-c1cc(C(F)(F)F)nc(S(=O)(=O)CCCC(=O)Nc2ccc(F)c(Cl)c2)n1
6% | COc1cc(NC(=O)CCc2c(C)nn(-c3ccc(N4CCOCC4)nn3)c2C)cc(OC)c1OC

# Further structures.
KDM5B inh | molecule
? | O=C1CN(C(=O)C2CCN(c3nc(-c4ccccc4)nc4c3CCC4)CC2)CCN1
-29% | Cc1ccc(Cl)cc1-n1nnc(-c2nsc(NC(=O)c3ccccc3Cl)n2)c1C
-27% | Cc1ccc(C)c(NC(=O)NCc2ccc3c(c2)CCN3C(=O)c2ccccc2)c1
? | CCOc1ccc(Nc2c3ccccc3nc3ccccc23)cc1
? | CCS(=O)(=O)N1CC[C@H]2C(=O)NCCCCCCN(Cc3ccncc3)[C@@H]2C1
? | CCCNC(=O)C(C)Sc1nc(-c2ccco2)nc2ccccc12 (stereo unspecified)
-9% | COCCCNC(=O)c1ccc(CN2C(=O)NC3(CCS(=O)(=O)CC3)C2=O)cc1
11% | O=C(/C=C/Nc1ccc(Cl)cc1)C(F)(F)F
5% | CN(CCc1ccccc1)[C@@H]1[C@H](O)[C@H](CO)O[C@@H]1CNS(=O)(=O)c1cccs1
11% | Cc1[nH]c2ccc(Cl)cc2c1CCNC(=S)NC(C)(C)C
-27% | CCN1C(=O)C2(c3ccccc31)c1c(oc3ccccc3c1=O)C(=O)N2CCOC (stereo unspecified)
-23% | O=C(Cn1c(=O)oc2ccccc21)NCC12CCCC=C1NC(=O)CC2 (stereo unspecified)
? | Cc1ccc(C2c3[nH]c4ccccc4c3CCN2C(=O)CCc2ccccc2)cc1 (stereo unspecified)
? | COCCNC(=O)C1(C)CN(C)Cc2ccc(Nc3cccc(OC)c3)nc21 (stereo unspecified)
4% | CC(C)c1ccc(NC(=O)C(Sc2ccccc2)c2ccccc2)cc1 (stereo unspecified)

# Three compounds from above, sorted by their value in KDM5B inh, largest number first.
KDM5B inh | molecule
4% | CC(C)c1ccc(NC(=O)C(Sc2ccccc2)c2ccccc2)cc1 (stereo unspecified)
-9% | COCCCNC(=O)c1ccc(CN2C(=O)NC3(CCS(=O)(=O)CC3)C2=O)cc1
-27% | Cc1ccc(C)c(NC(=O)NCc2ccc3c(c2)CCN3C(=O)c2ccccc2)c1

# Following part:
KDM5B inh | molecule
15% | Cc1n[nH]c(C)c1CNC(=O)C1CCN(C(=O)c2ncn3c2COC(c2ccc(F)cc2)C3)CC1 (stereo unspecified)
-19% | COc1ccc(N2CCN(C(=O)CSc3n[nH]c(-c4ccccc4)n3)CC2)cc1
-10%[86.2 µM] | Cc1ncc2n1C(=O)N(C1CCN(C(=O)NC3CCCC3)CC1)C2
? | CN1CC2(CCCN(CC3CC3)C2)c2cc(C(=O)Nc3ccn(C)n3)ccc21 (stereo unspecified)
-13% | CCCc1noc(-c2cccn3c(CNC(=O)Cc4cccc(OC)c4)nnc23)n1
12% | Cc1ccc(C(=O)N2C[C@@H](COc3ccccc3)[C@H](C(N)=O)C2)cc1
-11% | Cc1cc(SCC(=O)Nc2ccc(C(N)=O)cc2)nc2ccccc12
? | O=C(CN1Cc2nc(Nc3ccc(C(F)(F)F)cc3)ccc2OCC1=O)N1CCCC1
? | CN(CCO)c1cccc2c1S(=O)(=O)N(Cc1cn(Cc3ccc(Cl)cc3)nn1)Cc1ccccc1O2
-8% | Cc1ccc(Cn2c(SCCN3CCCCC3)nc3c2c(=O)n(C)c(=O)n3C)cc1
? | Cc1nn(CC(=O)NC(C)c2ccccc2)c(=O)c2cc3occc3n12 (stereo unspecified)
? | Cc1cc(-n2ccnc(NCCc3ccc(S(N)(=O)=O)cc3)c2=O)ccc1Br
? | O=S(=O)(CCN1CCN(c2ccc(O)cc2)CC1)c1ccccc1
-17% | CCN(CC)S(=O)(=O)c1ccc(C(=O)/C=C/c2ccc(-c3ccc([N+](=O)[O-])cc3)o2)cc1
-1% | COc1ccccc1CNC(=O)CCC1N=C2c3ccccc3N=C(SCC(=O)Nc3ccc(F)cc3)N2C1=O (stereo unspecified)
-29% | COc1cc(CN2CCN(Cc3ccc(C)cc3)CC2)cc(OC)c1
22µM* | O=C(NCc1nnc2c(-c3nc(C4CC4)no3)cccn12)C1CC1
3% | COc1cccc(S(=O)(=O)N2CCC(n3cnnc3-c3ccccc3)CC2)c1
-10% | O=S1(=O)c2ccccc2N(Cc2cccc(F)c2)c2ccccc21
7%[86.2 µM] | CS(=O)(=O)c1ccc(OC[C@H]2C[C@@H](NC(=O)C3CCCC3)[C@H](O)[C@@H]2O)cc1
11%[86.2 µM] | COc1cccc(C(=O)N[C@H]2[C@H](O)[C@H](O)C[C@@H]2c2ccccc2C)c1
9% | COc1ccc(C(CCNCc2ccc(OC(C)C)cc2)C(C)C)cc1 (stereo unspecified)
? | Cc1oc(-c2cccs2)nc1CC(=O)Nc1cc(F)ccc1F
21% | CN(C)Cc1nnc(C2CC(NC(=O)c3cc(-c4ccsc4)n[nH]3)C2)n1C (stereo unspecified)
5% | CCOc1ccc(NC(=O)N(Cc2c[nH]c3ccccc23)C2CCCCC2)cc1
? | O=C(COc1ccccc1F)Nc1ccc(Cl)c(-c2nc3ccccc3[nH]2)c1
28µM* | CN(C)[C@@H]1[C@@H](NC(=O)CCc2nc3ccccc3[nH]c2=O)[C@H]2CCO[C@H]21
9% | COC(=O)CNC(=O)NCCc1noc(C2CC2)n1
14% | C[C@@H](C(=O)NC1CCN(Cc2ccccc2)CC1)N1Cc2ccccc2C1=O
9% | CCOC(=O)c1cc(-c2ccccc2)sc1NC(=O)CCN1CCOCC1
? | COc1cc(NC(=O)N2CCN(c3cc(-c4noc(C)n4)ccc3C)CC2)cc(OC)c1OC
1% | COc1ccccc1/C=C(/C#N)C(=O)c1c[nH]c2cccc(C)c12
-18% | COc1ccc(NC(=O)N2CCN(c3cnccn3)CC2)cn1
38%[activator] | Cc1nc2c(C(=O)N3CCC(=O)N(CC4CC4)C(C(C)C)C3)cccc2[nH]1 (stereo unspecified)
-3% | CC(C)N(C(=O)Cn1cc(S(=O)(=O)Cc2ccc(Br)cc2)c2ccccc21)C(C)C
15% | Cc1sc2nc(C(C)C)nc(SCC(=O)NC3CC3)c2c1C
-12% | Cc1nc(SCC(=O)NN2C(=O)NC3(CCCCC3)C2=O)c2ccccc2n1
-34% | COC(=O)CCCCCN1C(=O)/C(=C\c2ccncc2)SC1=S

# The list is partial; the hit share may differ from the screen's.
